# TDP-43 yeast inh: inhibitors of TDP-43 toxicity in yeast. 410,000 compounds, 1.8% hits. TDP-43 expressing yeast growth rescue, BacTiter-Glo, 24 h. Potency, µM (highest dose often 46.1 µM), for the others: at the highest dose growth rescue (activation), most hits filed as activators. AID 652104; also: potency is read from the fitted curve at half-maximal effect; % of control where 0% means no effect; nearly all actives have a fitted effect of over 50% in size
#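 Luminescence from BacTiter-Glo reports growth of TDP-43-expressing yeast after 24 hr at 30 deg C with compound. Cells were raffinose-pregrown to mid-log, then seeded in galactose medium at OD600=0.02.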
# PTHR1 agonist: activates the human parathyroid hormone receptor PTHR1; 410,000 compounds, 0.075% hits; AID 743266; HEK293 GP2 PTHR1 cells, GloSensor cAMP luminescence, 1 h; Q03431; Potency, µM (titrated, usually from 115 µM), for the others: at the highest dose activation, hits mostly activators; also: potency is read from the fitted curve at half-maximal effect; nearly all actives have a fitted effect of over 55% in size; some results filed as inactive show a strong effect at the top dose; inactives centre near -15; many of its hits are not listed in these tables
# Target sequence (Q03431 whole entry, looked up): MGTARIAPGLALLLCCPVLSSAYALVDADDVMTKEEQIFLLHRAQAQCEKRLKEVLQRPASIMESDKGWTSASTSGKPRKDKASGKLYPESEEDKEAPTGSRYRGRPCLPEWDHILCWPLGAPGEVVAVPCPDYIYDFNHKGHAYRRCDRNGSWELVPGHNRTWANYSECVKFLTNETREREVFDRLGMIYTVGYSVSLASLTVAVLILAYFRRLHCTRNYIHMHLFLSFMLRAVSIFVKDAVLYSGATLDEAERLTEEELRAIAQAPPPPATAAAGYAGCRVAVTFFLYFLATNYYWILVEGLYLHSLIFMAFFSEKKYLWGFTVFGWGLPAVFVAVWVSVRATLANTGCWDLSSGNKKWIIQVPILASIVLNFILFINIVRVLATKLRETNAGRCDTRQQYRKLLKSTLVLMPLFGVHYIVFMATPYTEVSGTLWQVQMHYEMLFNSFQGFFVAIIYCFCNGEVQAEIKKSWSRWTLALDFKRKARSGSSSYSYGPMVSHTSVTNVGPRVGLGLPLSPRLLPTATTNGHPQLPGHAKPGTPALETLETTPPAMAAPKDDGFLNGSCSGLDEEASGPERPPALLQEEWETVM
#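 HEK-293-derived GP2 cells expressing PTHR1 and a GloSensor cAMP reporter, 3,000/well, plated overnight, given luciferin plus IBMX (each 0.5 mM as added) for 1 h at 37 °C, then compound for 1 h at 37 °C. Luminescence was read after 15 min at room temperature.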
# GLP-1R agonist: activates the human GLP-1 receptor; 380,000 compounds, 0.007% hits; HEK293 GLP-1R CRE-luciferase, luminescence, 4-6 h; cells express a hypersensitive GLP-1R form; AID 624172; Potency, µM (highest dose often 45.6 µM), without a hit: at the highest dose activation, most hits filed as activators; also: potency is read from the fitted curve at half-maximal effect; % of control where 0% means no effect
# GLP1R cytotox: cytotoxicity in counter-screen for GLP-1R inverse agonists; Potency, µM (top dose mostly 38.3 µM), inactives show at the highest dose activity change, negative = inhibition, usual class: inhibitors; HEK293 cAMP-luciferase reporter cells, luminescence, 24 h; 410,000 compounds, 0.13% hits;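 also: loss of luciferase light is scored as toxicity; potency is read from the fitted curve at half-maximal effect; % is scaled to controls: 0 for no effect and ±100 for the full control effect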
#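 Cells in DMEM/10% Nu serum/1% pen-strep, 1536-well format. Pre-incubated 12 h, dosed with 23 nL compound, incubated a further 24 h. Luciferase detection, 12 min at room temp, luminescence.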
# D3 antag: blocks the human D3 dopamine receptor | 360,000 compounds, 2.5% hits | D3R cells, DiscoveRx beta-arrestin luminescence, antagonist mode; stronger effect = lower value | P35462 | max response, negative = inhibition, %; in the data active = max response below about -50%; inconclusive = no clear call, values can overlap the other calls; also: % is scaled to controls: 0 for no effect and ±100 for the full control effect; mostly tested at two doses, the higher about 12 µM
# Target sequence (P35462 whole entry, looked up): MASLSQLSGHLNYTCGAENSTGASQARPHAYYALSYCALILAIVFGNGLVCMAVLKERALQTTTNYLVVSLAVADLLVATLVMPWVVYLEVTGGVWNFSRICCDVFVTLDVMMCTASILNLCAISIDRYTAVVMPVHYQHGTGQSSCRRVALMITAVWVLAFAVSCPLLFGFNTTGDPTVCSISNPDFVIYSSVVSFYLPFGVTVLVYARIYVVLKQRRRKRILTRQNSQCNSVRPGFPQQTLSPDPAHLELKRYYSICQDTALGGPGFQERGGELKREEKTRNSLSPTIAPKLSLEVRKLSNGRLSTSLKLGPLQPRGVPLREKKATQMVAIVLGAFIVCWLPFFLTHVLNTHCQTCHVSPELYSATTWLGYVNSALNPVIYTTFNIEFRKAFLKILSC
#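 Cells expressing the human receptor were seeded at 1500 cells/well, incubated overnight at 37 degrees C in 5% CO2, then exposed to library compounds with dopamine controls for 90 minutes at 37 degrees C before luminescent detection.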
# D3 ag: agonists of human D3 dopamine receptor. P35462. D3R DiscoveRx beta-arrestin cells, luminescence, 90 min. max activation, %. 410,000 compounds, 0.58% hits; in the data active = max activation above about 30%; also: 0% is about no effect; mostly tested at two doses, the higher about 12 µM
#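 Agonist mode: compounds and dopamine controls were applied to plated cells for 90 min at 37 degrees C after an overnight attachment at 1500 cells/well. Luminescent read-out followed 30 - 60 minutes at room temperature with DiscoveRx detection reagent.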
# GLP-1R inv ag: inverse agonists of human GLP-1 receptor. HEK293 GLP-1R CRE-luciferase, luminescence, 24 h; GLP-1R form is constitutively active. Potency, µM (doses to about 38.3 µM), for the others: at the highest dose activity change, negative = inhibition, usual class: inhibitors. 410,000 compounds, 1.6% hits; also: potency is read from the fitted curve at half-maximal effect; % is scaled to controls: 0 for no effect and ±100 for the full control effect; nearly all actives have a fitted effect of over 55% in size
#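 Seeding at 200 cells/uL, 12 h culture, 24 hr compound treatment, then luciferase reagent and a luminescence read; cells are HEK293 stably expressing a constitutively active GLP-1R plus cAMP-responsive luciferase.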
# KB-V1 MDR tox: kills drug-selected multidrug resistant KB-V1 cells; KB-V1 MDR cells viability, CellTiter-Glo, 72 h; Potency, µM (highest dose often 46.1 µM), for the others: at the highest dose activity change, negative = cytotoxicity, usual class: cytotoxic; 400,000 compounds, 3.4% hits; also: potency is read from the fitted curve at half-maximal effect; % is scaled to controls: 0 for no effect and ±100 for the full control effect; nearly all actives have a fitted effect of over 60% in size
#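 Cells of the MDR subline KB-V1 are plated, dosed with compound at multiple concentrations, and incubated 72 h at 37 degrees C; CellTiter-Glo is then added and luminescence read after 10 min.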
# aSyn yeast inh: inhibitors of alpha-synuclein toxicity in yeast; 370,000 compounds, 0.14% hits; Yeast expressing alpha-synuclein, growth rescue, BacTiter-Glo, 24 h; Potency, µM (highest dose often 46.1 µM), for the others: at the highest dose growth rescue (activation), most hits filed as activators; also: potency is read from the fitted curve at half-maximal effect; % of control where 0% means no effect; nearly all actives have a fitted effect of over 65% in size
#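 Galactose-induced alpha-syn yeast (OD600=0.02, raffinose-pregrown) + pinned cpd, 24 hr, 30 deg C; growth by BacTiter-Glo luminescence. Growth restoration scores as activation.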
# Numbers without * were called inactive; i = inactive; ? = inconclusive; nt = no result given; [ ] = another dose, or the depositor's remark. Unless noted, calls follow the shape of the dose curve; as a rule, active = well fitted curve in the direction sought with a large enough effect; inconclusive = small, poorly fitted or top-dose-only effect, or another doubt; inactive = no such curve, though single readings can be large; an effect the other way counts as inactive or inconclusive.
item | SMILES | TDP-43 yeast inh | PTHR1 agonist | GLP-1R agonist | GLP1R cytotox | D3 antag
1 | COc1cc(CN(CC2CCCO2)C(=O)c2ccco2)cc(OC)c1OC (stereo not drawn) | -28% | ? | -6% | -6% | -23
2 | COCCn1c(C)cc(O)c(C(c2ccccc2Cl)N2CCN(c3ccccc3)CC2)c1=O (stereo not drawn) | 8% | 12% | nt | 14% | nt
3 | COc1ccc(-c2cnnc(N/N=C/c3ccc(O)c(OC)c3)n2)cc1 | 25% | -19% | 2% | -17% | 13
4 | Cc1ccc(-c2nn(-c3ccccc3)cc2C(=O)NCCCN2CCCC2=O)cc1 | 0% | -22% | 1% | 1% | 11
5 | COc1c(C)cc(Br)cc1C(=O)NCc1cccnc1 | -14% | i | -7% | 13% | 9
6 | Cc1cccc(-c2noc(CNS(=O)(=O)c3ccccc3)n2)c1 | ? | i | -5% | -9% | 16
7 | O=C(CNC(=O)Cc1cccc2ccccc12)NCc1ccccc1F | 5% | i | 7% | -1% | -7
8 | Nc1nc(SCc2nc3scc(-c4cccs4)c3c(=O)[nH]2)n[nH]1 | 26% | i | 2% | 5% | 41
9 | COc1ccc2c(c1)C(C)=CC(C)(C)N2C(=O)C(C)N1C(=O)c2ccccc2C1=O (stereo not drawn) | -5% | -4% | -4% | 10% | 15
10 | CC(=O)N/C(=C/C(C)C)c1ccccc1 | 17% | -15% | 4% | -16% | 15
11 | CCOC(=O)CN(Cc1sccc1C)C(=O)Nc1ccc(OCC)cc1 | 21% | -50%[inhibitor] | 1% | -2% | 14
12 | COc1ccc(OCC(O)CNC(=O)c2c(-c3ccccc3)noc2C)cc1 (stereo not drawn) | 1% | -5% | 0% | 10% | 7

item | D3 ag | GLP-1R inv ag | KB-V1 MDR tox | aSyn yeast inh
1 | -3 | 1% | 0% | -3%
2 | -20 | -9% | 1% | nt
3 | 32* | 9% | 5.8µM* | -1%
4 | -1 | -13% | 0% | 0%
5 | -8 | 4% | -5% | 0%
6 | 13 | -12% | 27% | 7%
7 | 9 | -29% | -4% | -2%
8 | 5 | 79%[activator] | 13% | -6%
9 | 12 | 0% | ? | 13%
10 | 16 | 4% | 24% | 0%
11 | -5 | -14% | -12% | -8%
12 | 2 | 3% | -28% | -1%

# Further records follow:
item | SMILES | TDP-43 yeast inh | PTHR1 agonist | GLP-1R agonist | GLP1R cytotox | D3 antag
13 | CCn1cc(C(=O)Nc2ccc3c(c2)OCCO3)c2cc(OC)c(OC)cc2c1=O | 16% | -6% | -2% | -10% | 55
14 | CN(C)S(=O)(=O)c1ccc(SCC(=O)N2CC(=O)Nc3ccccc32)nc1 | 15% | i | 1% | 0% | 1
15 | CS(=O)(=O)N(Cc1ccccc1)c1ccccc1C(=O)O | -9% | -10%[57.5 µM] | 0% | 4% | 7
16 | O=S(=O)(c1cccs1)N1CCC2(CC1)OCCN2S(=O)(=O)c1ccccc1 | -19% | i | 10% | -1% | -3
17 | C=CCNC(=O)c1ccccc1NS(=O)(=O)c1ccc(OC)c(C(=O)N2CCOCC2)c1 | 11% | -13% | 2% | -5% | -6
18 | Cc1ccc(NC(=S)N(N)CCO)cc1 | 0% | -7% | 12% | -6% | 32
19 | O=C(CSc1nc(-c2ccccc2)cc(=O)[nH]1)Nc1ccc(F)c(F)c1 | -27% | i | -2% | -4% | -21
20 | CO[C@H]1CN(C)C(=O)c2ccc(NC(=O)c3ccc4c(c3)OCO4)cc2OC[C@H](C)N(CC2CC2)C[C@@H]1C | 2% | -5% | nt | 1% | -9
21 | CC1(C(=O)NS(=O)(=O)c2cccc(C#N)c2)CCN1C(=O)c1ccccc1 (stereo not drawn) | 2% | i | -8% | 5% | 8
22 | O=C1CSC(=S)N1/N=C/c1ccc(O)c(O)c1O | -16% | -11% | -5% | -13% | 25
23 | Cc1cc(C(=O)Nc2c(C)nn(Cc3ccc(Cl)cc3)c2C)no1 | 21% | -12% | -2% | 5% | 10
24 | O=C(Cc1csc(N2CCOCC2)n1)N/N=C/c1cccc(O)c1 | -24% | i | -2% | 2% | 20

item | D3 ag | GLP-1R inv ag | KB-V1 MDR tox | aSyn yeast inh
13 | 17 | -10% | 11% | 2%
14 | 6 | 1% | 19% | -5%
15 | -10 | 4% | 7% | -16%
16 | -6 | 29% | 6% | 1%
17 | -2 | 5% | -3% | -2%
18 | 2 | 28% | 17% | 5%
19 | -6 | 4% | -12% | -26%
20 | -8 | -4% | -23% | -8%
21 | 2 | 13% | 3% | 0%
22 | 12 | -13% | 8% | 3%
23 | 1 | 10% | -8% | -1%
24 | 0 | -13% | -7% | 1%

# Brought forward from above: 2 entries; new compounds follow.
item | SMILES | TDP-43 yeast inh | PTHR1 agonist | GLP-1R agonist | GLP1R cytotox | D3 antag
23 | Cc1cc(C(=O)Nc2c(C)nn(Cc3ccc(Cl)cc3)c2C)no1 | 21% | -12% | -2% | 5% | 10
24 | O=C(Cc1csc(N2CCOCC2)n1)N/N=C/c1cccc(O)c1 | -24% | i | -2% | 2% | 20
25 | CSc1ccccc1-c1nnc(NC(=O)c2ccc3c(c2)OCCO3)o1 | 21% | -21% | nt | 3% | nt
26 | COc1ccc(/C=C2\COc3ccccc3C2=O)c(OC)c1 | ? | -16% | 13% | -9% | 7
27 | O=S(=O)(NCCN1CCOCC1)c1ccc(Cl)s1 | -8%[0.397 µM] | i | 13% | 8% | 22
28 | COc1cccc(NC(=O)/C(C#N)=C/c2ccc(-c3ccc(C)cc3)o2)c1 | -21% | i | nt | 266%[activator] | nt
29 | COc1cc(C2NC(=O)NC(C)=C2C(=O)OCc2ccccc2)ccc1O (stereo not drawn) | -42%[inhibitor] | i | 8% | 0% | -21
30 | Nc1ccc2c(c1)C(=O)N(CCCCCC(=O)O)C2 | -4% | -17%[57.5 µM] | -9% | 1% | 7
31 | COc1ccc(C(=O)CCC(=O)Nc2ccc(F)cc2F)cc1 | 17% | 17% | nt | -1% | nt
32 | Cc1nc2c(C(F)(F)F)cccc2c2c1CCS2 | 13% | ? | 18% | -1% | 3
33 | N#Cc1cc2cc3c(cc2nc1N1CCOCC1)OCO3 | -3% | -7% | -4% | 58%[activator] | 23
34 | CC(=O)C1=C(O)C(=O)N(c2cc(C(C)(C)C)on2)C1c1ccc(C(C)C)cc1 (stereo not drawn) | 6% | -1% | -8% | -19% | 8
35 | Cc1ccc(NC(=O)CSc2ncn[nH]2)cc1 | 1%[9.22 µM] | i | 6% | 8%[7.66 µM] | 15
36 | O=C(c1ccc(F)cc1)N1CCN(c2ccc([N+](=O)[O-])c(N3CCOCC3)c2)CC1 | 11% | -11% | -6% | -29% | -5

item | D3 ag | GLP-1R inv ag | KB-V1 MDR tox | aSyn yeast inh
23 | 1 | 10% | -8% | -1%
24 | 0 | -13% | -7% | 1%
25 | -16 | 18% | nt | nt
26 | 2 | ? | -26% | -10%
27 | 6 | 56%[activator] | 24% | -1%
28 | -8 | 9% | -14% | nt
29 | 2 | 42%[activator] | -19% | 2%
30 | 0 | 25% | 17% | -3%
31 | -5 | -14% | 10% | nt
32 | 1 | -5% | 1% | 10%
33 | 3 | 30%[activator] | -17% | 4%
34 | -3 | -9% | -12% | -2%
35 | 3 | 23%[7.66 µM] | -28% | 1%
36 | 9 | 4% | ? | 5%

# Remaining list, next part.
item | SMILES | TDP-43 yeast inh | PTHR1 agonist | GLP-1R agonist | GLP1R cytotox | D3 antag
37 | CCCC(=O)N1c2nc(C(C)C)nn2C2(CCCCC2)[C@@H]2CCCC[C@@H]21 | -9% | -62%[inhibitor] | nt | 8% | nt
38 | CCn1cc(/C=C(\NC(=O)c2cc(OC)c(OC)c(OC)c2)C(=O)N2CCOCC2)c2ccccc21 | 19% | -8% | -1% | -7% | -5
39 | COc1ccc(NC(=O)COC(=O)c2c3c(nc4ccccc24)CCCC3)cc1Cl | -3% | -28% | -5% | ? | 7
40 | O=C(Cn1sc2ccccc2c1=O)NC12CC3CC(CC(C3)C1)C2 | -93%[inhibitor] | -7% | -6% | ? | 8
41 | C#CCN1c2ccccc2Sc2cccnc21 | -18% | i | 1% | -14% | 14
42 | Cc1cccc(CN2C(=O)c3ccccc3S(=O)(=O)c3ccc(C(=O)NCCCN4CCCC4)cc32)c1 | 8% | i | 9% | 6% | -2
43 | O=C(CC1C(=O)NCCN1Cc1ccccc1C(F)(F)F)NCCc1ccccn1 (stereo not drawn) | -4% | -24% | -5% | 14% | -22
44 | Cn1cccc1C(=O)NCCc1ccccc1 | 2% | -6% | -1% | 24% | -6
45 | CCOc1ccc(CCNC(=O)Cn2nc(C)n3c(cc4occc43)c2=O)cc1OCC | 19% | -33%[inhibitor] | nt | -2% | nt

item | D3 ag | GLP-1R inv ag | KB-V1 MDR tox | aSyn yeast inh
37 | -4 | 0% | nt | nt
38 | 1 | 24% | -3% | -6%
39 | 11 | 3.5µM* | 16µM* | -8%
40 | 1 | -12% | ? | -72%[inhibitor]
41 | 1 | -1% | 0% | 6%
42 | -11 | ? | 13% | 4%
43 | -2 | -5% | 19% | 0%
44 | -10 | ? | 3% | -1%
45 | -11 | -8% | 14% | nt

# Whole records as entered above. Values in the order: TDP-43 yeast inh	PTHR1 agonist	GLP-1R agonist	GLP1R cytotox	D3 antag	D3 ag	GLP-1R inv ag	KB-V1 MDR tox	aSyn yeast inh
# O=C1CSC(=S)N1/N=C/c1ccc(O)c(O)c1O in the list: -16%	-11%	-5%	-13%	25	12	-13%	8%	3%
# CCn1cc(C(=O)Nc2ccc3c(c2)OCCO3)c2cc(OC)c(OC)cc2c1=O in the list: 16%	-6%	-2%	-10%	55	17	-10%	11%	2%
# N#Cc1cc2cc3c(cc2nc1N1CCOCC1)OCO3 in the list: -3%	-7%	-4%	58%[activator]	23	3	30%[activator]	-17%	4%
# COc1c(C)cc(Br)cc1C(=O)NCc1cccnc1 in the list: -14%	i	-7%	13%	9	-8	4%	-5%	0%

# Bioassay records from PubChem BioAssay.

# An excerpt (hit frequency here may not be typical).
